# hIAP inh = human IAP inhibition | AID 2544 | inhibition, % at 10 µM | purified IAP, CDP-Star luminescence, 30 min | actives 0.12% (n = 330,000) | P09923;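 active means inhibition reaching a set limit with compound at 10 µM in the primary screen, cut at about 35% in these data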;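 further: plate controls were DMSO wells with enzyme for no effect and no-enzyme buffer wells for full effect; values of inactives mirror those of a sister screen read the other way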
# mIAP activ = mouse IAP activation. muIAP, CDP-Star luminescence, 30 min; stronger effect = higher value; 1 = vehicle-only enzyme signal, 0 = enzyme-free wells. actives 0.24% (n = 330,000). activation factor at 10 µM;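 active means activation factor of at least 2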; further: the source names both 10 and 20 µM as test concentration; values of inactives mirror those of a sister screen read the other way
#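 Assay system: mouse IAP enzyme; reagent: chemiluminescent substrate CDP-Star; dosing: test compounds delivered from DMSO solution; schedule: 30 min at room temperature; measured by: luminescence from enzymatic CDP-Star hydrolysis; controls: DMSO-only wells and no-enzyme negative control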
# beta cell repl = induces beta-cell replication in MIN6 cells; MIN6 cells proliferation, ATPlite luminescence, 48 h; cells starved in 0.2% serum; 100% = growth in 10% serum; proliferation, % at 10 µM; actives 0.29% (n = 330,000); AID 2380;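 active means compounds whose signal lies at least 3.5 SD above the mean of all wells on their plate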;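 further: 0% = DMSO-treated cells in low-serum medium and 100% = 10% serum control; some compounds called inactive have numbers as strong as hits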
# SENP1 inh = blocks the human SENP1 SUMO protease catalytic domain; Q9P0U3; recombinant SENP1 catalytic domain, CyPet-SUMO1-YPet FRET cleavage; inhibition, % at 10 µM; actives 0.21% (n = 360,000); AID 624204;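 active means inhibition at least 30% at 10 µM, raw YFP signal under a set limit, fluorescence ratio 0.5 to 1.5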;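 further: 0% = enzyme with DMSO and 100% = no enzyme wells; some results filed as inactive read as strong as hits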
# Target sequence (Q9P0U3 419-644 limits assumed): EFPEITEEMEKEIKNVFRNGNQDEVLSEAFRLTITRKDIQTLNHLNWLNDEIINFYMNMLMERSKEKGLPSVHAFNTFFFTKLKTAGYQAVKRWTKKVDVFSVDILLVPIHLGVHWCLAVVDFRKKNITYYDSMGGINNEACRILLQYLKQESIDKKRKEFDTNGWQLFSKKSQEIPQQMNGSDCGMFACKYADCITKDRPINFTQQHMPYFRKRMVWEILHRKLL
#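 Material – human SENP1 catalytic domain · Input – SENP1 enzyme, 20 pM final · Compound dosing – single concentration of 10 µM compound, 0.5% DMSO final · Timing – enzyme reaction for 50 min at room temperature, dark · Measured by – FRET fluorescence in CFP and YFP emission channels · Control set – no-enzyme wells low, DMSO-plus-enzyme wells high control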
# APOBEC3A inh = human APOBEC3A DNA deaminase inhibition. actives 0.41% (n = 330,000). inhibition, % at 20 µM. recombinant A3A, FAM/TAMRA ssDNA deamination fluorescence;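 active means at least 40% inhibition at 20 µM here, with at most 30% in a related deaminase screen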;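 further: plate controls were A3A with DMSO for no effect and wells lacking A3A enzyme for full effect; some results filed as inactive read as strong as hits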
# Target sequence (P31941 whole entry, looked up): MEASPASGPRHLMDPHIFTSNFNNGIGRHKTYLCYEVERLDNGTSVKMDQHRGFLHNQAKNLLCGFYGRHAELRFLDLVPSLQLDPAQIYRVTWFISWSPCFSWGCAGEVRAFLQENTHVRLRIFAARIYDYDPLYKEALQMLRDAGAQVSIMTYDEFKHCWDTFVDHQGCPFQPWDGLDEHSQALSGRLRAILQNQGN
# APOBEC3G inh = APOBEC3G (human) deaminase inhibition | recombinant A3G, ssDNA deamination FAM/TAMRA fluorescence | inhibition, % at 20 µM | actives 0.28% (n = 330,000);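 active means inhibition of at least 40% at 20 µM, with no more than 30% in the related APOBEC3A deaminase screen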;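 further: plate controls were DMSO wells with A3G for no effect and wells lacking A3G enzyme for full effect; some compounds called inactive have numbers as strong as hits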
# Target sequence (Q9HC16 whole entry, looked up): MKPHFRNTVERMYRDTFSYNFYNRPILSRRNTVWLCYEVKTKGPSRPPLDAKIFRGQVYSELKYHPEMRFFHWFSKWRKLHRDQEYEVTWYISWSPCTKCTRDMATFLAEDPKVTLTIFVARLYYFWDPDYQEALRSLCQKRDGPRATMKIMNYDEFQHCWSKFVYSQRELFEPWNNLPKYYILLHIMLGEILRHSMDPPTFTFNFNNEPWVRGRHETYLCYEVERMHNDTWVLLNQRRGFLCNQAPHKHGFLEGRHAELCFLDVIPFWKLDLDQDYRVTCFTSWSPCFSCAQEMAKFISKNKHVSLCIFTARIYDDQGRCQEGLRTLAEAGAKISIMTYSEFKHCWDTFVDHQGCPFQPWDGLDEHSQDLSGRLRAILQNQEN
# mIAP inh = mouse IAP inhibition. actives 0.2% (n = 330,000). purified mouse IAP, CDP-Star luminescence, 30 min. inhibition, % at 10 µM. AID 2806;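 active means inhibition of at least 40% at 10 µM in the primary screen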;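 further: plate controls were DMSO with enzyme for no effect and no enzyme wells for full effect; values of inactives mirror those of a sister screen read the other way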
# NLRP3 yeast inh = NALP3 inhibition in yeast | Yeast reconstituted NLRP3/ASC/caspase-1, beta-gal luminescence, 24 h | inhibition, % at 10 µM | actives 0.39% (n = 330,000) | AID 2825;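 active means inhibition of 50% or more; inactive means inhibition below 50%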;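 further: plate controls were induced DMSO wells for no effect and uninduced yeast grown without galactose for full effect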
# hIAP act = increases human intestinal alkaline phosphatase activity. P09923. purified human IAP, CDP-Star luminescence, 30 min; stronger effect = higher value; 1 = vehicle-only enzyme, 0 = enzyme-free background. activation factor at 10 µM. actives 0.16% (n = 330,000);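 active means activation factor of the enzyme at least 2-fold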; further: the source names both 10 and 20 µM as test concentration; values of inactives mirror those of a sister screen read the other way
# * = called active by the depositor. Not all compounds are listed; rates above refer to the full screens.
canonical_smiles,APOBEC3G inh,APOBEC3A inh,mIAP inh,NLRP3 yeast inh,hIAP act,beta cell repl,hIAP inh,SENP1 inh,mIAP activ
CCCNS(=O)(=O)c1ccc(OCC(=O)Nc2ccc3c(c2)OCCO3)c(C)c1,4,-2,-5,0,1.2,-7,-24,-1,1.1
Cc1ccccc1NC(=O)CN1C(=O)COc2ccc(Cl)cc21,-3,-1,4,2,0.9,-4,10,0,0.95
O=C(CCSCCc1ccccn1)Nc1ccc(Br)cc1F,-14,-5,-10,19,1.1,-3,-8,2,1.1
COCc1cc(Sc2cccc(Cl)c2Cl)nc(-c2ccccc2)n1,-5,-3,5,25,1.3,-5,-27,0,0.95
COc1ccc(OC)c(/C=N/NC(=O)CN2CCSCC2)c1,-3,0,0,20,1,0,-3,2,1
CC(C)(C)C(=O)N1CCN(c2nc3ccc(Cl)cc3s2)CC1,-9,-4,5,13,0.91,3,9,1,0.95
O=C(CCNC(=O)N1CCn2c1nc1ccccc12)NCc1ccccc1,-5,-7,2,5,0.73,-4,27,0,0.98
O=C(CCc1nc2ccccc2c(=O)[nH]1)NNC(=O)c1ccccc1Cl,-6,-1,4,18,1.2,4,-17,-14,0.96
Cc1ccc(-c2csc(NC(=O)/C=C/c3ccco3)c2C(=O)O)cc1,5,7,7,83*,1,-3,-2,-26,0.93
CC1CCC(CN2C(Nc3ccccc3)=NC[C@@H]2C)CC1 (some centres not stated),-8,-3,-9,11,0.93,5,7,-2,1.1
COc1ccc(CC(=O)Nc2ccccc2C(=O)N2CCOCC2)cc1OC,-3,-3,6,9,0.97,-1,3,0,0.94
Cc1ccc(CNc2ccc([N+](=O)[O-])cc2C(N)=O)cc1,5,-3,-1,18,1.1,0,-8,-2,1
Cc1ccc(Sc2cc(Cl)nc(N)n2)cc1,-3,-5,9,24,0.91,0,9,4,0.91
CCOc1ccc(OCc2ccc(C(=O)N3CCCCC3)o2)cc1,-1,3,-7,45,1,1,-2,3,1.1
COc1ccc(C(=O)COC(=O)c2sccc2C)cc1OC,-9,-4,-5,13,0.94,-1,6,-1,1.1
COc1ccc(C(C)C)cc1S(=O)(=O)Nc1ncn[nH]1,-10,-2,6,11,0.98,0,2,-1,0.94
C=CCn1c(SCC(=O)Nc2ccc(OC)cc2)nnc1-c1cnccn1,-7,-5,-1,7,1.3,-3,-32,0,1
Cc1csc(NC(=O)C2CC(=O)N(c3ccc(C)c(C)c3)C2)n1 (configuration not stated),-5,-2,-4,-1,0.98,-3,2,1,1
C=CCN1C=CC(=C/C=C(/C#N)C(=O)OCC)C=C1,-19,-9,11,10,0.73,-3,27,-19,0.89
COc1ccc(Cl)cc1C(=O)NNC(=O)c1csc(N2CCOCC2)n1,-6,41*,2,14,1.5,3,-55,2,0.98

# A few values from the list.
# COc1ccc(OC)c(/C=N/NC(=O)CN2CCSCC2)c1 in SENP1 inh is listed with 2
# CC(C)(C)C(=O)N1CCN(c2nc3ccc(Cl)cc3s2)CC1 in mIAP inh is listed with 5

# Returning to the listing, starting 2 compounds before the break.
canonical_smiles,APOBEC3G inh,APOBEC3A inh,mIAP inh,NLRP3 yeast inh,hIAP act,beta cell repl,hIAP inh,SENP1 inh,mIAP activ
C=CCN1C=CC(=C/C=C(/C#N)C(=O)OCC)C=C1,-19,-9,11,10,0.73,-3,27,-19,0.89
COc1ccc(Cl)cc1C(=O)NNC(=O)c1csc(N2CCOCC2)n1,-6,41*,2,14,1.5,3,-55,2,0.98
CCC(=O)Nc1cc(OC)cc(OC)c1,-3,-2,-3,9,1,-3,-2,0,1
COC(=O)c1ccc(C(=O)N2CCCC(Nc3ccc(F)c(F)c3)C2)cc1 (configuration not stated),-12,-1,7,26,1,0,-2,0,0.93
CCC(C)c1ccc(NC(=S)NC2CCN(Cc3ccccc3)CC2)cc1 (configuration not stated),-6,-2,-39,14,1.2,-6,-18,-2,1.4
CCOc1ccc(NC(=O)CN(C)C(=O)c2ccccc2OCCOc2ccccc2)cc1OCC,-1,-1,-21,10,1,2,0,1,1.2
O=C(NCCc1ccccc1)/C(=C\c1ccc([N+](=O)[O-])cc1)NC(=O)c1ccc(Br)cc1,-2,1,5,-4,0.98,0,2,-7,0.95
CN1CCN(CC(O)(c2ccc(Cl)cc2)c2ccc(Cl)cc2)CC1,-8,0,4,20,1.1,-6,-6,-1,0.96
NCCCn1c(C(=O)c2ccc(Cl)cc2)c2ccc(C(F)(F)F)cc2[n+]1[O-],-4,0,8,19,0.91,2,9,3,0.92
CC(=O)Nc1ncc(Cc2cc(Cl)ccc2Cl)s1,-6,-3,9,17,0.98,4,2,1,0.91
O=C(N/N=C\c1ccccn1)c1cccc(C(=O)N/N=C\c2ccccn2)n1,-10,2,30,14,1.1,0,-11,0,0.7
COc1ccc(OCCCNCCc2ccccc2)cc1,-1,4,-3,12,1,3,-1,0,1
O=C(Cn1c(C(F)(F)F)nc2ccccc21)Oc1cccc(C(F)(F)F)c1,-2,-6,-8,-10,1.1,1,-6,2,1.1
CCCn1c(N)c(C(c2ccc(OC)cc2)N2CCN(c3ccccc3)CC2)c(=O)[nH]c1=O (configuration not stated),-2,2,-38,7,1.3,-1,-25,-1,1.4
CCOC(=O)C(Oc1ccc2c(-c3ccccc3)cc(=O)oc2c1C)c1ccccc1 (configuration not stated),-4,0,2,5,1.1,0,-6,1,0.98
O=C(CC1C(=O)NCCN1C(=O)Nc1ccc(F)cc1)Nc1cc(Cl)ccc1Cl (configuration not stated),-4,-2,3,19,0.86,2,14,1,0.97
CC(C)OC(=O)c1c(NC(=O)CCC(=O)O)sc2c1CCCCC2,-3,-1,6,13,1,0,-4,-3,0.94
COc1ccc(C(=O)Nc2ccc(O)c3c(=O)cc(-c4cccc(Cl)c4)oc23)cc1,-3,1,1,26,0.98,1,2,1,0.99
Cc1ccc(NC(=O)CS(=O)CC(=O)NCC2OCCc3ccccc32)c(C)c1 (configuration not stated),-5,-6,-7,-10,0.94,-2,6,0,1.1
COC(=O)c1ccc(COC(=O)C2CCN(S(=O)(=O)c3ccc(C)c(C)c3)CC2)o1,8,2,-9,22,0.96,-1,4,2,1.1
NNc1ncnc2scc(-c3ccc(Cl)cc3)c12,-4,-1,17,4,1.1,-5,-11,0,0.83
Cc1c(NC(=O)CN2C(=O)c3ccc([N+](=O)[O-])cc3C2=O)c(=O)n(-c2ccccc2)n1C,-3,1,-1,13,1,-1,-2,2,1
COc1ccccc1CCC(=O)N1CCN(C(=O)c2ccccc2)CC1,-1,0,-7,12,1.2,-4,-17,-1,1.1
CCN(CC)C(=O)c1sc2nc(-c3cccs3)cc(-c3cccs3)c2c1N,9,4,7,21,0.94,-7,6,29,0.93
CCCOc1ccc(Cc2c(Cl)nc(SC)nc2N(C)C)cc1,-5,1,7,21,0.85,-6,14,0,0.93
O=C(c1ccc2c(=O)n3c(nc2c1)CCCCC3)N1CCN(Cc2ccccc2)CC1,3,3,7,14,0.87,-3,13,3,0.93
COc1ccccc1CN1CC(C(=O)N(C)CCc2nc3ccc(F)cc3[nH]2)CCC1=O (configuration not stated),-7,-9,1,1,1,-2,0,-2,0.99
OC(CON=C1c2ccccc2-c2ccccc21)CN1CCNCC1 (configuration not stated),-8,4,3,0,1.2,-5,-23,2,0.97
O=C(O)CC1(CC(=O)Nc2ccc(Br)cc2)CCCCC1,-12,-8,-2,1,1,-2,0,0,1
O=C(Nc1ccc(Cl)cc1Cl)NC1CCN(S(=O)(=O)c2ccc(F)cc2)CC1,-1,-3,-443,1,1.7,-6,-68,4,5.4*
O=C(Oc1ccccc1)c1ccc2nsnc2c1,-4,-5,10,22,0.99,-3,1,1,0.91
Cc1ccc(C(=O)NCCN2CCOCC2)cc1S(=O)(=O)N1CCCCC1,-8,-2,6,12,1.1,0,-11,2,0.94
COC(=O)CNC(=O)CNC(=O)c1nn(-c2ccc(OC)c(Cl)c2)c(=O)c2ccccc12,0,5,13,3,0.99,-4,1,1,0.87
Cc1ccc(/C=C/C(=O)c2cc(Br)ccc2OC(=O)c2ccco2)cc1,-1,-1,16,-11,0.92,0,8,-16,0.84
O=C(COC(=O)c1ccc2c(c1)OCO2)Nc1ccccc1Cl,-3,-1,4,15,1.1,0,-6,1,0.96
O=C(Nc1ccc(C(=O)Oc2ccccc2)c(O)c1)c1ccco1,-8,0,0,22,0.81,-1,19,1,1
N#CC(c1ccc(O)cc1)N1CCOCC1 (configuration not stated),-8,-4,-4,9,0.96,0,4,1,1
CCN(CC)CCN1C(=O)C(=O)/C(=C(/O)c2cccc(OC)c2)C1c1ccccn1 (configuration not stated),-2,-1,5,-3,0.99,-1,0,-39,0.95
CCOc1cc(C2C(C#N)=C(N)OC3=C2C(=O)CC(C)(C)C3)cc([N+](=O)[O-])c1O (configuration not stated),-5,0,3,-48,0.9,2,10,4,0.97
C/C(CC(=O)Nc1cc(C)ccn1)=N\NC(=O)c1cccc(C)c1,-4,0,20,13,1,-2,0,1,0.8
COc1ccc(S(=O)(=O)N2CCOCC2)cc1NC(=O)CSc1n[nH]c(C(C)C)n1,-8,-3,1,13,0.87,-1,13,1,0.99
COc1cccc(CC(=O)Nn2c(C)nc3ccccc3c2=O)c1,-3,3,0,7,1,-1,-3,2,1
Cc1ccc(C(=O)N2C(CC(=O)Nc3ccc(Cl)cc3)C(=O)NC3CCCCC32)cc1 (configuration not stated),0,8,-29,1,1.3,-3,-27,1,1.3
COc1ccccc1CN=C1Nc2ccccc2CS1,0,-1,-5,13,1,1,-2,2,1
O=C1N=c2ccccc2=C1c1sc(=O)[nH]c1O,-4,-1,11,10,1.2,0,-16,2,0.89
CCOC(=O)C(=Cc1ccc(-c2ccsc2C(=O)OC)o1)C(=O)OCC,-6,2,9,17,0.9,-5,10,-7,0.91
CSc1ccc(S(=O)(=O)NCc2ccccc2Cl)cc1,0,5,15,0,0.97,1,3,2,0.85
CCc1nnc(NC(=O)c2cc3c(s2)CCCCC3)s1,-1,0,4,-5,1,-1,-4,-1,0.96
CC1(C)CC(=O)C=C(c2ccc3[nH]ccc3c2)C1,-8,-6,8,26,0.8,1,20,-4,0.92
O=C(CSc1cn(CCNC(=O)c2cccs2)c2ccccc12)NCc1ccccc1,2,1,-9,20,0.91,7,9,5,1.1
CC(=O)N1CCN(C(=O)COC(=O)CNC(=O)c2ccc(C)cc2)CC1,-9,-1,6,13,0.98,2,2,1,0.94
CC(C)OC(=O)c1cc(=O)[nH]c2ccccc12,-3,-2,-4,11,0.85,-1,14,0,1
CC(C)C(=O)Nc1ccc(N2CCOCC2)c(S(=O)(=O)Nc2ccccc2Cl)c1,-6,0,3,4,1,1,-2,3,0.97
O=C(Nc1ccc(NC(=O)c2ccco2)c(Cl)c1)c1cccc([N+](=O)[O-])c1,-3,-2,10,14,0.82,0,18,1,0.9

# Compound activity: PubChem, Sanford-Burnham Center for Chemical Genomics
